F508del corr: CFTR F508del correction in bronchial cells; CFBE cells, YFP halide quenching; stimulated with forskolin plus potentiator P3; % fluorescence drop versus neutral controls; activity (quench increase), % at 7.58 µM; 0.36% of 350,000 active; AID 720511;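 active = mean added fluorescence quench of at least 8% versus neutral control, with both replicates also reaching 8%; inconclusive = only one of the mean or replicate conditions met; inactive = mean below 8% and not both replicates reaching 8%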;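 also: cells transiently co-express mutant CFTR-F508del with the halide-sensitive YFP; corrector assay measuring rescue of mutant channel to the surface after 24 h compound exposure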
XiGFP reactiv: X-chromosome reactivation activator | activation, % at 7.58 µM | XiGFP mouse fibroblasts, % GFP-positive cells imaging, 3 d; cells co-treated with 5-aza-dC sensitizer; scaled so ellipticine positive control = 100% | 0.055% of 360,000 active;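 active = mean normalized replicate activation at least 10% and every replicate at or above 10%; inconclusive = only one of the two criteria met; inactive = mean below 10% and not all replicates reach 10%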;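 also: 0% = median of on-plate neutral control wells and 100% = ellipticine 6 µM median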
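Assay system – SV40-immortalized XiGFP fibroblast cells, line 68-5-11 · Buffer or medium – DMEM supplemented with 5-aza-dC as sensitizing agent · Dosing – one concentration, pinned · Benchmarks – positive control ellipticine, 6 µM final · Times – 3 days compound exposure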
esBAF inh: blocks esBAF chromatin remodeling in mouse ES cells; AID 602393; Bmi1-luciferase knock-in reporter, 24 h; 100% = twice the neutral-well signal; reporter increase, % at 12.5 µM; 2% of 350,000 active; in the data active = activation above about 40%; inconclusive = no clear call, values can overlap the other calls;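 also: 0% = median of the plate's neutral control wells and 100% = double that signal; a rise in the Bmi1 reporter signal indicates esBAF inhibition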
RAD54 inh: RAD54 (human) branch migration inhibition. RAD54 Holliday junction branch migration, FAM/BHQ fluorescence. 0.14% of 360,000 active. inhibition, % at 10.4 µM;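 active = mean normalized replicate activity at least 40 and at least half of replicates scoring 40 or more; inconclusive = only one of the two criteria met; inactive = mean below 40 and under half of replicates reaching 40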;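 also: 0% = median of neutral control wells and 100% = median of positive control wells; inhibitors cause a drop in the FAM fluorescence signal; in these data hits start at about 50%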
RAD52 anneal inh: blocks human RAD52 DNA annealing; 0.46% of 360,000 active; recombinant RAD52 DNA annealing, FRET fluorescence; inhibition, % at 18.7 µM; P43351;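 active = every replicate showing at least 50% inhibition; inconclusive = mean inhibition at least 50% but not in every replicate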
Target sequence (P43351 whole entry, looked up): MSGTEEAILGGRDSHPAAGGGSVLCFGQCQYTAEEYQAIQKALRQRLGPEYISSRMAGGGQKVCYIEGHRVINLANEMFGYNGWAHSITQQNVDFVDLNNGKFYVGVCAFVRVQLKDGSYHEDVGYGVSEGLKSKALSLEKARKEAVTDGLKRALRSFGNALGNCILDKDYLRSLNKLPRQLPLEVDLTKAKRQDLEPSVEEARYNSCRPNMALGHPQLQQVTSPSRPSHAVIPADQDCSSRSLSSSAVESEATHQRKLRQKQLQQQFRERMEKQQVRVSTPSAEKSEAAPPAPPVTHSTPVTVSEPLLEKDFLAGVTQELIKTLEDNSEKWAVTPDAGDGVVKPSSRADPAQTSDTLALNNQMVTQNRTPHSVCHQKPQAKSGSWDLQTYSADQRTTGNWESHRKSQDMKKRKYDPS
ARNT TACC3 PPI: disrupts binding between human ARNT and TACC3; Q9Y6A5; AlphaScreen His-ARNT PAS-B/GST-TACC3 binding, luminescence; TACC3 fragment carries E629A point mutation; inhibition, % at 9.99 µM; 0.66% of 390,000 active;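 active = mean inhibition of replicates at least 50% and at least half of replicates each reaching 50%; inconclusive = half or more replicates reach 50% but mean below 50%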;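 also: 0% = complete ARNT plus TACC3 wells and 100% = ARNT alone without TACC3; many hits fall short of the cut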
INS-1E GSIS act: GLuc luminescence reporter in INS-1E cells, primary screen for activators of glucose-dependent secretion of insulin | activation, % at 16.6 µM | AID 743287 | INS-1E GLuc reporter insulin secretion, 2-3 h | 0.61% of 370,000 active;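 active = lowest replicate activation of at least 40%, so every replicate reaches that level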;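 also: 0% = median of neutral control wells and 100% = median of IBMX positive control wells; some compounds called inactive have numbers as strong as hits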
ERAP1 inh: blocks human ERAP1 aminopeptidase activity; recombinant ERAP1, Leu-AMC fluorescence, 60 min; AID 652197; inhibition, % at 10.7 µM; 0.15% of 340,000 active; Q9NZ08;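 active = mean replicate inhibition of at least 30%, or all replicates individually reaching that 30% level; inactive = mean below 30% and not every replicate reaching it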;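 also: 0% = neutral control wells and 100% = L-leucinethiol positive control wells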
* hit, by the source's call; ? = inconclusive; / = no result given; & = joins results of further samples.

SMILES	F508del corr	XiGFP reactiv	esBAF inh	RAD54 inh	RAD52 anneal inh	ARNT TACC3 PPI	INS-1E GSIS act	ERAP1 inh
COc1ccc(OC)c(C2=NS(=O)(=O)N(C)C(C(=O)NCc3cccs3)=C2)c1	-1.9	0.0	1	8	-15	8	5	1
COc1ccccc1C(C)NC(=O)C1CCN(S(=O)(=O)c2cccs2)CC1 (centres undefined)	2.3	0.1	-4	12	-2	9	-3	-4
CCCOc1ccc(N2C(=O)CC(N(CCc3ccc(OC)cc3)C(=O)c3ccccc3)C2=O)cc1 (centres undefined)	-3.9	0.0	/	/	-21	-2	-39	0
CCOC(=O)Nc1ccc2c(CN3CCN(S(=O)(=O)c4ccc(C(C)C)cc4)CC3)cc(=O)oc2c1	3.5	0.2	-7	6	-13	/	5	2
Cc1cc(-c2nnc(-c3cc4ccccc4oc3=O)o2)c(C)n1-c1ccccc1	/	/	54*	-10	-7	-9	-8	-2
Cc1cc([N+](=O)[O-])ccc1NC(=O)c1ccc(NC(=O)C(C)C)cc1	2.7	0.0	-9	9	-16	1	10	0
C[C@H]1CN([C@@H](C)CO)C(=O)Cc2cc(NC(=O)C3CC3)ccc2O[C@@H]1CN(C)C(=O)NC1CCCCC1	-0.6	-1.2	-2	0	-12	2	4	-4
COc1ccc(-n2c(=O)[nH]cc(C(=O)Nc3ccc4c(c3)OCCO4)c2=O)cc1	/	/	-7	11	/	3	4	/
CCc1nc2ccccc2[nH]1	-0.6	/	2	12	-9	5	-5	11
Cc1ccc(OCC(=O)NNC(=O)CCc2ccccc2)cc1	2.0	/	-1	8	-11	1	13	-1
COc1ccc(NC(=O)C2CC(c3c(F)cccc3Cl)=NO2)cc1OC (centres undefined)	-0.8	0.1	9	-1	-7	2	-37	-1
COc1ccc(-c2csc(NC(=O)c3ccc(N4C(=O)CCC4=O)cc3)n2)cc1	-0.7	0.0	11	3	-15	-1	-11	2
CC(C)c1ccc(N(CC(=O)NCC2CCCO2)C(=O)Cn2nnc(-c3cccs3)n2)cc1 (centres undefined)	0.6	0.4	-2	-7	1	-1	-29	-4
O=S(=O)(c1cccs1)N1CCC2(CC1)OCCO2	-1.2	-0.1	-7	12	5	-1	15	1
C[C@@H]1CN([C@H](C)CO)C(=O)c2cc(C#C[C@@H](C)O)cnc2O[C@H]1CN(C)C(=O)CN1CCOCC1	-1.7	0.2	-3	2	3	-1	21	7
C[C@@H]1CCCCO[C@@H](CN(C)C(=O)c2ccccc2)[C@@H](C)CN([C@H](C)CO)C(=O)c2cc(NC(=O)CCCCCC(=O)Nc3ccccc3N)ccc2O1	-0.4	0.0	-4	4	-18	-4	7	-1
COc1ccc(C(=O)NC(C(=O)NCC2CCCO2)C(C)C)cc1 (centres undefined)	0.6	0.0	1	13	-5	-6	9	0
COc1ccccc1S(=O)(=O)Nc1ccc2c(c1)C(=O)N(C)C[C@H](OC)[C@@H](C)CN[C@H](C)CO2	-0.5	-0.3	0	3	-7	-7	11	/
CC(C)N1CCCC(C)(C(=O)Nc2ccc3c(c2)OCO3)C1 (centres undefined)	3.8	0.0	7	-2	-14	/	1	8
Cc1c(-c2ccc(Br)cc2)[n+](=O)c2c(n1[O-])CCCC2	1.7	0.3	-2	7	-8	2	4	-4
O=C(c1cccc2ccccc12)C1CCCN(C(=O)C2CCOCC2)C1 (centres undefined)	-1.8	0.0	-2	7	-6	-2	4	-3
CSc1nc2ccc(NC(=O)c3c(F)cccc3F)cc2s1	-3.1	0.0	39	3	-27	/	/	-1
CCOc1ccc(NC(=O)c2cc(S(=O)(=O)N3CCOCC3)cn2C)cc1	-2.4	0.2	3	1	-9	-3	/	-1
COc1ccc(S(=O)(=O)NC2CCCC2)cc1NC(C)=O	1.0	0.1	3	0	-3	-6	6	4
CC(NC(=O)c1ccc(Br)o1)c1ccccc1 (centres undefined)	-1.6	0.0	11	1	-9	-27	0	13
CCC(=O)N1C[C@H](C)[C@@H](OC)CN(C)C(=O)c2cc(NS(C)(=O)=O)ccc2OC[C@H]1C	-0.9	0.4	-3	4	-2	-7	39	2
Cc1occc1C(=O)Nc1cccc(Cl)c1Cl	6.3	-0.1	28	6	-5	-2	3	3
COc1ccc(Cn2c(=O)[nH]c3cc(C(=O)NCCCOC(C)C)ccc3c2=O)cc1	-1.0	0.0	2	5	-7	-1	16	/
Cc1nnc2ccc(-c3cccc(NS(C)(=O)=O)c3)nn12	/	-0.1	/	/	2	16	21	0
C/C(=N\NC(=O)CCCC(=O)O)c1c(-c2ccccc2)c2cc(Cl)ccc2[nH]c1=O	0.9	0.1	/	/	-8	2	2	/
O=C(NNC(=O)c1cc(-c2ccncc2)nc2ccccc12)Nc1ccc(F)cc1	-1.5	0.0	1	-7	7	0	10	3
O=C(C[C@@H]1C[C@@H]2c3cc(NC(=O)c4ccc5c(c4)OCO5)ccc3O[C@@H]2[C@H](CO)O1)NCC(F)(F)F	1.4	0.0	-4	-19	-13	1	13	1
O=C(NN1CCCCC1)c1ccccc1	/	0.0	/	1	-6	-8	10	0
CCN(C[C@@H]1[C@@H](c2ccccc2)[C@H](CO)N1S(C)(=O)=O)C(=O)C1CCC1	-1.7	0.2	4	7	/	3	15	/
CCN1C(=O)N[C@@H](c2ccccc2)[C@H](C(=O)OC)[C@H]1C	-0.5	0.1	-4	2	/	0	21	/
C[C@@H]1CCCCO[C@@H](CN(C)Cc2ccccc2)[C@@H](C)CN([C@H](C)CO)C(=O)c2cc(N(C)C)ccc2O1	5.0&-2.3&1.5	0.3&0.1	-8&-3&-3	-5&2	-2&-18&-10	8&-1	-1&3	-2&-1&-3
CCOC(=O)c1c(NC(=O)CSc2nnnn2-c2ccc3c(c2)OCCO3)sc(C)c1C	/	/	-10	-6	/	-8	-27	/
NC(=O)c1cc(-c2csc(-c3cccnc3)n2)ccc1O	0.1	-0.1	26	-16	-6	4	22	-3
O=C(c1ccncc1)N1CCCCN2[C@H](CO)[C@H](c3ccc(C#Cc4ccccn4)cc3)[C@@H]2C1	-0.1	0.1	/	-6	-43	4	-10	-1
Cc1ccc(C)c(N2CC(C(=O)Nc3nccs3)CC2=O)c1 (centres undefined)	1.6	0.3	/	0	-17	-1	6	-6
C[C@@H]1CN([C@H](C)CO)C(=O)c2cc(NC(=O)c3ccncc3)ccc2O[C@@H](C)CCCCO[C@@H]1CN(C)C(=O)Cc1ccccc1	0.5	0.1	-2	6	-6	-2	7	-3
CCOC(=O)c1c(C)[nH]c(C)c1C(=O)COC(=O)c1cccnc1Cl	1.9	-0.2	3	-1	-2	6	/	1
COCC(=O)N1[C@H](CO)[C@@H]2c3ccccc3N(C(=O)c3ccccc3F)C[C@@H]21	-0.5	0.0	-1	-3	1	-5	2	1
O=C(CN1C(=O)NC2(CCCCC2)C1=O)Nc1ccc2c(c1)CCC2	0.9	0.2	/	/	-13	0	-17	-3
CCCC#Cc1cnc2c(c1)C(=O)N([C@@H](C)CO)C[C@@H](C)[C@@H](CN(C)C(=O)Nc1cccc(F)c1)O2	2.5	-0.4	5	-7	8	1	-19	2
COc1ccccc1CCn1cnc(-c2ccc(Br)cc2)c1C(C)C	4.4	0.4	/	/	8	/	21	-4
CCN1C(=S)N[C@@H](c2ccccc2)C(C(=O)OC)=C1C	0.6	0.0	-7	-3	-14	2	7	-1
COC(=O)c1cnn(-c2ccccc2)c1N	-3.5	?	-7	4	-4	-3	/	-2
COc1ccc(NC(=O)N(C)C[C@H]2Oc3ccc(NC(=O)c4ccncc4)cc3CC(=O)N([C@@H](C)CO)C[C@H]2C)cc1	4.5	-0.1	-3	-3	9	-10	2	6
COc1ccc(COc2ccccc2C(=O)NCc2ccccc2)cc1F	/	23*	/	1	/	-5	-39	/

Laid out differently: results already given
Structure,F508del corr,XiGFP reactiv,esBAF inh,RAD54 inh,RAD52 anneal inh,ARNT TACC3 PPI,INS-1E GSIS act,ERAP1 inh
COC(=O)c1cnn(-c2ccccc2)c1N,-3.5,?,-7,4,-4,-3,/,-2
COc1ccc(NC(=O)N(C)C[C@H]2Oc3ccc(NC(=O)c4ccncc4)cc3CC(=O)N([C@@H](C)CO)C[C@H]2C)cc1,4.5,-0.1,-3,-3,9,-10,2,6
COc1ccc(COc2ccccc2C(=O)NCc2ccccc2)cc1F,/,23*,/,1,/,-5,-39,/

(list continues)
SMILES	F508del corr	XiGFP reactiv	esBAF inh	RAD54 inh	RAD52 anneal inh	ARNT TACC3 PPI	INS-1E GSIS act	ERAP1 inh
O=C(Nc1ccc(Cc2ccncc2)cc1)C1CCC(N2C(=O)C3C4C=CC(C4)C3C2=O)CC1 (centres undefined)	/	/	18	-3	/	2	-18	/
Cc1ccc(NC(=O)COC(=O)c2ccc(NC(=O)CC#N)cc2)cc1S(=O)(=O)N1CCOCC1	-0.3	0.0	-5	-6	-204	0	/	2
O=C(C1CCOCC1)N1CC(=O)N2[C@@H](CO)[C@@H](c3ccc(Br)cc3)[C@@H]2C1	-2.0	0.1	/	/	-10	/	-5	/
CC(Oc1ccc2c3c(c(=O)oc2c1)CCC3)C(=O)NCCN1CCOCC1 (centres undefined)	2.8	0.0	8	-1	-19	0	3	0
COc1ccc(NS(=O)(=O)c2cccc(C(=O)N/N=C(\C)c3cccnc3)c2)cc1	-2.4	0.1	-7	-3	3	3	6	1
COc1cc2c(cc1OC)C(c1ccccc1)NC(C)(C)C2 (centres undefined)	2.8	0.0	2	5	-7	-5	8	0
Cc1ccn2c(Nc3ccccc3C)c(-c3ccncc3)nc2c1	/	/	1	-5	/	-4	7	/
O=C(c1sc2ccccc2c1Cl)N1CCN(c2ccccn2)CC1	1.2	-0.1	-1	-7	-11	-20	-9	2
CN(C)c1ccc(NS(=O)(=O)c2cccc(Cl)c2)cc1	/	0.0	/	-15	/	25	-11	/
O=[N+]([O-])c1ccc(NN=Cc2ccc3c(c2)OCO3)nc1	2.7	0.0	93*	1	1	1	8	1
COC(=O)c1cc2cc(OC)ccc2n1C	-0.4	0.0	12	-10	-54	-3	9	-2
CCC(=O)N1C[C@@H](C)[C@@H](OC)CN(C)C(=O)c2cc(NC(=O)c3cnccn3)ccc2OC[C@H]1C	2.2	0.0	-6	/	/	/	-8	/
O=C(C[C@@H]1CC[C@@H]2[C@H](COC[C@@H](O)CN2Cc2ccc3c(c2)OCO3)O1)N1CCCCC1	1.5	0.3	-1	-24	/	1	0	/
COC(=O)/C=C/C(=O)N1CCN(c2ccccc2)CC1	-4.8	-0.1	/	-6	1	19	-5	0
CCC1CCCCN1CCCNC(=O)c1ccc(/C=C2/Sc3ccccc3NC2=O)cc1 (centres undefined)	4.3	0.1	-3	33	22	26	-14	1
CCN(CC)S(=O)(=O)c1ccc(N2CCN(c3ccccc3OC)CC2)c(N)c1	0.8	0.0	-17	-3	13	9	10	-1
COC(=O)CCn1c(C)cc(C(=O)COc2ccccc2C(N)=O)c1C	3.8	0.9	/	/	-17	2	-39	0
COc1ccc(CN(C)C[C@H]2Oc3ccc(NS(=O)(=O)c4ccc(F)cc4)cc3C(=O)N([C@H](C)CO)C[C@@H]2C)cc1	0.0	0.0	1	-5	-2	-6	-23	-1
C[C@H](CO)N1C[C@H](C)[C@@H](CN(C)Cc2ccc3c(c2)OCO3)OCCCC[C@H](C)Oc2ccc(NS(=O)(=O)c3ccc(F)cc3)cc2C1=O	2.2	0.1	1	-1	18	6	-16	-2

Bioassay records: PubChem, Broad Institute
